High-throughput results: PubChem BioAssay, Sanford-Burnham Center for Chemical Genomics
Siah-1 displacement – blockers of Siah-1 interaction with plectin peptide – biochemical, fluorescence polarization, rhodamine-plectin, uHTS, primary screen (AID 1817) | one-dose displacement, % at 20 µM; IC50 in µM for titrated hits | Siah-1 / rhodamine-plectin peptide fluorescence polarization; higher % means a stronger effect | 0.02% of 290,000 active;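 active means displacement of at least 50% at 20 µM, with a fluorescence ratio check between 0.3 and a set limit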;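 further: plate controls were Siah plus tracer with DMSO for no effect and tracer alone without Siah for full effect; strong numbers were not always called active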
HIV fusion peptide – inhibitors of HIV fusion peptide binding, primary screen, biochemical, uHTS, fluorescence dequenching (AID 1986) | 0.3% of 290,000 active | inhibition, % at 20 µM, or IC50 in µM where a hit was titrated | cell-free peptide binding, fluorescence dequenching, 30 min; higher % means a stronger effect; in the data active means inhibition mostly above about 52%, no sharp cut-off; inactive means mostly below about 76%; further: some results filed as inactive read as strong as hits
GPR55 antagonists – GPR55 antagonists blocking LPI-driven arrestin recruitment, primary screen, imaging, U2OS, beta-arrestin-GFP, LPI agonist (AID 2013) | U2OS GPR55 beta-arrestin-GFP translocation imaging, LPI antagonism; higher % means a stronger effect | inhibition, % at 10 µM; hits with a dose series show IC50 in µM | 0.13% of 290,000 active;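 active means spots per cell inhibited over 60%, with over 100 cells counted and total cytoplasm intensity under 500,000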;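 further: U2OS cells stably carrying GPR55 and arrestin-GFP stimulated by 5 µM LPI near EC80; imaged beta-arrestin-GFP aggregate spots per cell after agonist stimulation; plate controls were LPI-stimulated DMSO wells for no effect and DMSO wells without LPI for full effect; some results filed as inactive read as strong as hits; confirmed hits need IC50 under 10 µM and bright autofluorescent wells are also inconclusive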
AID2073 – disruptors of CaV2.2 binding to Mint1 – biochemical, HTRF (AID 2073); HTRF protein-protein interaction, Mint1-CaV2.2; higher % means a stronger effect; one-dose inhibition, % at 20 µM; IC50 in µM for titrated hits; 0.19% of 290,000 active; in the data active means inhibition mostly above about 51%, no sharp cut-off; further: some results filed as inactive read as strong as hits
KOR beta-arrestin-1 – kappa opioid receptor blockers – cell-based, luminescence, uHTS (AID 1778); 0.091% of 290,000 active; inhibition, % at 10 µM; hits with a dose series show IC50 in µM; KOR beta-arrestin recruitment, luminescence, antagonist mode; higher % means a stronger effect; in the data active means inhibition above about 50%; further: strong numbers were not always called active
GPR55 activation – GPR55 agonists via beta-arrestin recruitment, primary screen, imaging, U2OS cells, beta-arrestin-GFP redistribution (AID 1961). U2OS GPR55 beta-arrestin-GFP redistribution imaging; higher % means a stronger effect. activation, % at 10 µM; hits with a dose series show EC50 in µM. 0.048% of 290,000 active;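 active means activation above 40% with more than 50 cells counted in the well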;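 further: U2OS osteosarcoma cells stably expressing GPR55 and beta-arrestin-GFP; plate controls were DMSO negative control for no effect and LPI positive control for full effect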
KOR beta-arrestin-2 – KOR agonists, beta-arrestin recruitment, primary screen, cell-based, luminescence, uHTS (AID 1777) | KOR beta-arrestin recruitment, luminescence; higher % means a stronger effect | 0.02% of 280,000 active | one-dose activation, % at 10 µM; EC50 in µM for titrated hits; in the data active means activation above about 50%, passing the limit was not always enough; further: a part of the inactive calls stands beside numbers as strong as those of hits
NOD1 NF-kB reporter – inhibition of NOD1-driven NF-kB reporter – cell-based, luminescence, uHTS, primary screen (AID 1578) | NOD1-driven NF-kB luciferase reporter cells, luminescence; higher % means a stronger effect | 1% of 290,000 active | one-dose inhibition, % at 4 µM; EC50 in µM for titrated hits; in the data active means inhibition mostly above about 36%, no sharp cut-off; inactive means mostly below about 34%;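 further: HEK-293T reporter cells stimulated with the NOD1 agonist gamma-tri-DAP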
GPR35 arrestin U2OS – GPR35 antagonists blocking zaprinast-driven arrestin recruitment, primary screen, imaging, U2OS, beta-arrestin-GFP, zaprinast agonist (AID 2058) | U2OS GPR35 beta-arrestin-GFP translocation imaging, zaprinast antagonism; higher % means a stronger effect | one-dose inhibition, % at 10 µM; IC50 in µM for titrated hits | 0.052% of 290,000 active;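 active means inhibition of at least 50% with at least 30 cells and total cytoplasm GFP at most 10,000,000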
The depositor's hits bear a star; x = no result given; [ ] = another dose, or the depositor's remark. These rows are one share of the data; count on the stated rates, not on these rows.

SMILES | Siah-1 displacement | HIV fusion peptide | GPR55 antagonists | AID2073 | KOR beta-arrestin-1 | GPR55 activation | KOR beta-arrestin-2 | NOD1 NF-kB reporter | GPR35 arrestin U2OS
COCCCNC(=O)C1CCC(CNS(=O)(=O)c2ccc3c(c2)N(C(C)=O)CCO3)CC1 (configuration not stated) | -3% | -1.4% | -3% | -8% | 0% | -0.1% | 0.3% | -19% | 15%
CC(Oc1cc2oc(=O)c3c(c2cc1Cl)CCC3)C(=O)NCC1CCC(C(=O)O)CC1 (configuration not stated) | 2% | 2.9% | 1% | 5% | 0% | 0.3% | 3.9% | -28% | 8%
CC1CCCC(C)N1C(=O)COc1ccc(C(=O)N/N=C/c2ccc(C(=O)O)cc2)cc1 (configuration not stated) | 2% | 0.5% | 4% | 1% | 14% | 0.2% | -3.1% | -24% | -1%
Cc1ccccc1CN1CCC(n2nccc2NC(=O)c2ccc3c(c2)OCO3)CC1 | 0% | 2.0% | 8% | 5% | 40% | 0.0% | -1.1% | -48% | -3%
COc1ccc(N2CCN(C(=O)c3cc([N+](=O)[O-])ccc3N3CCN(CCO)CC3)CC2)cc1 | 4% | -1.1% | 15% | 6% | 10% | -0.2% | 2.6% | -8% | -5%
Cc1ccc(NCCC(=O)c2cccc([N+](=O)[O-])c2)c(C)c1 | 2% | -2.8% | -10% | -7% | -42% | 0.3% | -3.3% | -12% | 13%
ONC(=Nc1ccc(Cl)cc1)c1ccccc1Cl | 4% | -2.6% | 1% | 6% | 30% | -0.4% | -1.8% | -3% | 1%
O=C(c1ccccc1)N1CCC(c2nc3c(nnn3Cc3ccccc3Cl)c(=O)[nH]2)CC1 | 0% | -1.0% | -4% | 0% | -10% | -0.1% | -0.8% | 6% | -4%
CCOCCCn1cnc2c([nH]c3cc(OC)ccc32)c1=O | 3% | 1.3% | -7% | -6% | 12% | 0.0% | -2.4% | 8% | 10%
COc1ccc(CNC(=O)CCN2C(=S)NC(C)(C)CC2C)cc1 (configuration not stated) | 5% | 0.7% | -2% | -5% | 19% | -0.6% | -0.6% | -31% | 3%
COc1cccc(C2Nc3ccccc3NC3=C2C(=O)CC(C)(C)C3)c1 (configuration not stated) | 5% | -1.2% | 12% | 8% | 3% | -0.2% | -3.1% | -23% | 7%
CCCn1c(SCC(=O)Nc2cc(S(=O)(=O)N3CCOCC3)ccc2Cl)n[nH]c1=O | -2% | -1.4% | 11% | 1% | 1% | -0.3% | 5.7% | 18% | 6%
CCOc1ccccc1N(CC(=O)N1CCC(C)CC1)S(=O)(=O)c1ccc(C)cc1 | -4% | 0.7% | 0% | 7% | 10% | -0.2% | -2.5% | 12% | -5%
CCC1(c2ccccc2)NC(=O)N(CC(=O)N2CCN(S(=O)(=O)c3ccccc3)CC2)C1=O (configuration not stated) | 1% | -1.8% | 8% | -10% | -39% | -0.2% | 2.9% | -17% | -4%
C=CCO/N=C(/CCC)C1=C(N)CC(C)(C)CC1=O | 2% | 0.7% | -2% | 9% | -7%[20 µM] | 0.3% | -2.2% | -21% | 7%
Cc1nc(SC2CC(=O)N(c3cc(Cl)cc(Cl)c3)C2=O)nc2c1CCCC2 (configuration not stated) | -1% | -3.1% | -6% | -12% | -1% | -0.1% | -2.3% | 7% | -3%
C/C(=N\Nc1ccccn1)c1ccc(C(C)C)cc1 | 4% | -1.1% | -4% | 19% | -26% | 0.6% | -1.1% | -51% | -17%
COC(=O)c1c(NC(=O)c2ccc(Br)s2)sc2c1CCC2 | -3% | 9.0% | 1% | 11% | -8% | -0.1% | 1.5% | -13% | 9%
Cc1nn(-c2ccccc2)c(N2CCCC2)c1C=O | 6% | 1.0% | -15% | 0% | -18% | -0.6% | -0.4% | 10% | -10%
COC(=O)CSC1=C(C#N)C(c2ccccc2OC)C(C(=O)OC)C(=O)N1 (configuration not stated) | 5% | 1.6% | 7% | 6% | 7% | -0.3% | 1.2% | 24% | -11%
Cc1ccccc1NC(=O)C1CCCN1/C=C/C(=O)C(F)(F)F (configuration not stated) | 10% | 4.8% | 4% | 1% | -7% | 0.2% | -1.0% | -8% | 15%
Cc1cccc(N2C(=O)c3cccc4cccc(c34)C2=O)c1 | -4% | -1.5% | 4% | 2% | -9%[20 µM] | 0.6% | -6.4% | -13% | 6%
CCOCCCN(C)C1CCN(C(=O)c2oc3ccccc3c2NC(=O)COc2ccc(F)cc2)CC1 | -3% | 15% | -4% | -6% | -22% | 0.0% | 1.2% | -1% | 0%
O=C(CC1C(=O)NCCN1Cc1ccc(-c2ccccc2)cc1)NCC1CCOCC1 (configuration not stated) | -4% | 0.9% | 12% | -1% | -8%[20 µM] | -0.1% | x | -7% | 1%
CCCCCCCC1=CC2=CC(=O)C(C)(OC(C)=O)C(=O)C2=CN1CCc1ccccc1 (configuration not stated) | 8% | 14% | 13% | 4% | -9% | 1.7% | -2.3% | -28% | -2%

Compound profiles (already shown):
O=C(c1ccccc1)N1CCC(c2nc3c(nnn3Cc3ccccc3Cl)c(=O)[nH]2)CC1 across the screens: Siah-1 displacement: 0%; HIV fusion peptide: -1.0%; GPR55 antagonists: -4%; AID2073: 0%; KOR beta-arrestin-1: -10%; GPR55 activation: -0.1%; KOR beta-arrestin-2: -0.8%; NOD1 NF-kB reporter: 6%; GPR35 arrestin U2OS: -4%
Cc1cccc(N2C(=O)c3cccc4cccc(c34)C2=O)c1 across the screens: Siah-1 displacement: -4%; HIV fusion peptide: -1.5%; GPR55 antagonists: 4%; AID2073: 2%; KOR beta-arrestin-1: -9%[20 µM]; GPR55 activation: 0.6%; KOR beta-arrestin-2: -6.4%; NOD1 NF-kB reporter: -13%; GPR35 arrestin U2OS: 6%

Fetched by structure from above (two):
SMILES | Siah-1 displacement | HIV fusion peptide | GPR55 antagonists | AID2073 | KOR beta-arrestin-1 | GPR55 activation | KOR beta-arrestin-2 | NOD1 NF-kB reporter | GPR35 arrestin U2OS
Cc1nc(SC2CC(=O)N(c3cc(Cl)cc(Cl)c3)C2=O)nc2c1CCCC2 (configuration not stated) | -1% | -3.1% | -6% | -12% | -1% | -0.1% | -2.3% | 7% | -3%
COC(=O)CSC1=C(C#N)C(c2ccccc2OC)C(C(=O)OC)C(=O)N1 (configuration not stated) | 5% | 1.6% | 7% | 6% | 7% | -0.3% | 1.2% | 24% | -11%

(cont.)
SMILES | Siah-1 displacement | HIV fusion peptide | GPR55 antagonists | AID2073 | KOR beta-arrestin-1 | GPR55 activation | KOR beta-arrestin-2 | NOD1 NF-kB reporter | GPR35 arrestin U2OS
CCOC(=O)N1C(=O)[C@@](c2ccc(Cl)cc2)(C(C)C)N1C(=O)OCC | -4% | -0.6% | 11% | 5% | 20%[20 µM] | 13% | -4.0% | 0% | 5%
O=C(Nc1ccccc1)c1ccc(NC2CCCCC2)c(S(=O)(=O)N2CCOCC2)c1 | 4% | -0.9% | 6% | 14% | -65% | 0.1% | 3.4% | -12% | 0%
Cc1cc(CC(C)C)n(-c2nc3ccccc3c(=O)n2OCc2ccccc2)n1 | 3% | -0.8% | x | -1% | -2% | 0.0% | 5.5% | -2% | 1%
Cc1c(C(=O)OCC(=O)Nc2ccc(C(N)=O)cc2)cccc1[N+](=O)[O-] | -1% | -0.9% | 2% | 0% | -2% | -1.1% | 5.2% | -28% | -3%
COc1ccc(NC(=O)NCc2ccc3c(c2)OCO3)cc1OC | -1% | 0.8% | 3% | 4% | -8% | -0.1% | 1.4% | -15% | -19%
COc1ccc(Cl)cc1NC(=O)C(C)N1CCN(c2ccccn2)CC1 (configuration not stated) | 4% | 0.6% | 4% | 37% | -6% | -0.2% | -2.5% | -2% | 0%
CCS(=O)(=O)c1ccc(N)cc1 | 3% | 1.2% | 5% | 9% | 9% | 0.1% | -5.4% | -14% | 0%
O=C(CSCc1ccc(Cl)cc1)N1CCCCC1 | 1% | 0.1% | 15% | 6% | -24% | -0.1% | 5.4% | -44% | 6%
CCN(Cc1ccccc1)S(=O)(=O)c1ccc2oc(C(=O)O)c(C)c2c1 | -1% | 5.4% | -3% | 30% | -31% | 0.2% | 5.2% | -32% | 2%
CC(c1ccccc1)n1c(-c2cccs2)nc2c(c(=O)c3ccccc3n2C)c1=O (configuration not stated) | -6% | -7.0% | 4% | 13% | 39% | 0.6% | 1.1% | 5% | 12%
COC(=O)c1sc(NC(=O)COc2ccccc2C)nc1C | 0% | -2.0% | 4% | -4% | -10% | -0.5% | -0.8% | -66% | 3%
O=C(CCCCn1c(=O)[nH]c2ccccc2c1=O)NC1CCN(Cc2ccccc2)CC1 | 5% | 2.3% | 14% | 1% | 19% | 0.3% | -1.8% | -25% | 4%
C=CCC(NCc1ccco1)c1ccc(OC)cc1 (configuration not stated) | 3% | -0.5% | 12% | 20% | -2% | -0.2% | 1.5% | 7% | 0%
COc1ccc(OCc2cc(=O)[nH]c3ccccc23)cc1 | -5% | -2.3% | 4% | 5% | -21%[20 µM] | -0.1% | x | 15% | -4%
CCOc1ccc(NC(=O)CCn2c(=S)oc3ccccc32)cc1 | 4% | 5.4% | 0% | 18% | -9% | 1.0% | -0.2% | -9% | -2%
COc1ccc(C(=O)NC2CCN(CC(=O)Nc3c(C)cccc3C)CC2)cc1OC | 2% | -0.1% | 6% | 4% | 11%[20 µM] | -0.1% | -3.8% | 0% | 14%
NS(=O)(=O)c1ccc(CCNC(=O)CN2CCN(Cc3cccc(C(F)(F)F)c3)CC2)cc1 | 7% | -0.8% | 10% | 4% | -5% | -0.2% | -0.1% | 12% | 6%
C=C(C)CSc1nnc([C@@H](NC(=O)OC(C)(C)C)C(C)CC)o1 (some centres not stated) | -4% | -2.4% | 2% | 7% | -29% | -0.2% | -0.3% | -4% | -2%
O=C(Nc1cccc(NC(=O)C2CCCO2)c1)C1CCCO1 (configuration not stated) | 11% | 0.6% | 18% | -1% | 9% | 0.2% | -4.1% | -28% | -5%
CCN(C(=O)COC(=O)c1n[nH]c2ccccc12)C1CCS(=O)(=O)C1 (configuration not stated) | -6% | -0.2% | -10% | 0% | -12% | 0.6% | 3.0% | 7% | -9%
COc1ccccc1CN(Cc1ccco1)S(=O)(=O)c1ccc(-n2cnnn2)c(OC)c1 | 4% | -2.1% | 15% | -7% | 21% | 0.0% | 1.5% | -4% | -10%
COc1cc(/C=C(\C#N)c2nc3c(s2)CCCC3)ccc1O | 0% | 16% | -13% | -3% | -10% | -0.1% | 0.7% | -48% | -5%
CCOC(=O)C1NN=C(C(=O)c2ccccc2)C1c1ccc(OC)cc1 (configuration not stated) | 4% | -0.5% | 17% | -8% | 32% | 1.0% | -1.4% | -16% | 3%

Only GPR35 arrestin U2OS and KOR beta-arrestin-1 (two entries from above):
Molecule | GPR35 arrestin U2OS | KOR beta-arrestin-1
O=C(Nc1ccccc1)c1ccc(NC2CCCCC2)c(S(=O)(=O)N2CCOCC2)c1 | 0% | -65%
Cc1cc(CC(C)C)n(-c2nc3ccccc3c(=O)n2OCc2ccccc2)n1 | 1% | -2%
